# MEKK2 WT-MEK5 = modulators of MEK5 binding to wildtype MEKK2, primary screen, biochemical, multiplex bead flow cytometry, Alexa488-MEK5. Alexa488-MEK5 binding to MEKK2 WT; actives lie on both sides. binding response (% of control), % at 10 µM. 290,000 compounds, 1.1% hits. AID 1531, 2009; in the data active = binding response below about 67% or above about 130%
# VIM-2 inh = VIM-2 metallo-beta-lactamase inhibitors, primary screen, biochemical, epi-absorbance readout, Pseudomonas aeruginosa enzyme | purified VIM-2, nitrocefin hydrolysis, epi-absorbance fluorescence | inhibition, % at 5.6 µM | 290,000 compounds, 0.89% hits;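 active = inhibition above the mean of all tested compounds plus 3 SD, cutoff set per screening run, cut at about 7.5% in these data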;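 note: red hydrolysis product quenches plate fluorescence so inhibitors raise well fluorescence; 0% = enzyme with DMSO and 100% = DMSO without enzyme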
# NALP1 yeast inh = NALP1 inflammasome inhibitors in reconstituted yeast, colorimetric, S. cerevisiae, triplicate retest; 280,000 compounds, 0.61% hits; S. cerevisiae NALP1/ASC/caspase-1 growth, X-gal OD620, 72 h; AID 2071, 2009; inhibition, % at 10 µM; in the data active = inhibition mostly above about 24%, no sharp cut-off; inactive = mostly below about 32%; note: some compounds called inactive have numbers as strong as hits
# NS3 helicase inh = inhibitors of HCV NS3 helicase, primary screen, biochemical, Cy5 molecular beacon fluorescence | 290,000 compounds, 0.56% hits | AID 1800, 2009 | inhibition, % at 10.9 µM | NS3 helicase DNA unwinding | Hepatitis C virus NS3 helicase;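 active = inhibition above the mean of all tested compounds plus 3 SD, set per campaign, cut at about 35% in these data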;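 note: 0% = DMSO wells and 100% = thioflavine S control wells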
#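 System: NS3 helicase fragment of HCV / Schedule: 1 h at 25 °C / Control set: DMSO alone as 0% and 110 µM thioflavine S as 100% / Reagent: Cy5/quencher beacon DNA duplex and ATP to start / Technique: Cy5 fluorescence / Replication: singlicate / Evaluation: % inhibition of end-to-start signal ratio versus controls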
# DNA FID counter = compounds displacing fluorescent DNA intercalator, primary screen, artefact control for HCV NS3 helicase inhibitor project, biochemical, FID fluorescence. DNA fluorescent intercalator displacement. inhibition, % at 7.9 µM. 290,000 compounds, 0.17% hits. AID 1845, 2009; in the data active = inhibition above about 37%;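 note: 0% = vehicle and 100% = reference compound; higher means more ethidium bromide displaced from hairpin DNA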
# IMP-1 inh = IMP-1 metallo-beta-lactamase inhibitors, primary screen, biochemical, epi-absorbance readout, Pseudomonas aeruginosa enzyme. inhibition, % at 5.6 µM. metallo-beta-lactamase IMP-1 (Pseudomonas aeruginosa). AID 1556, 2009. purified IMP-1, nitrocefin hydrolysis, epi-absorbance fluorescence. 290,000 compounds, 0.45% hits;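 active = inhibition above the mean plus 3 SD of all compounds in the same screening run, cut at about 4.5% in these data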;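 note: 0% = IMP-1 with DMSO and 100% = DMSO wells lacking enzyme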
#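 system = purified recombinant IMP-1 beta-lactamase | amount = 0.2 nM IMP-1, as dispensed | medium = HEPES buffer pH 7.1 with ZnSO4 and Brij 35 | times = 25 °C, 15 min preincubation, 25 min reaction | detection = plate fluorescence quenching by hydrolysis product, ex 480/em 530 nm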
# MEKK2mut PB1 HTS = MEK5 binding signal on mutant MEKK2 PB1, primary screen, biochemical, multiplex bead flow cytometry, Alexa488-MEK5; Alexa488-MEK5 binding to MEKK2 mutant; percent response, % at 10 µM; 290,000 compounds, 0.35% hits; AID 1530, 2009; in the data active = percent response above about 24%, passing the limit was not always enough; note: inactives centre near 1; some results filed as inactive read as strong as hits
# PfM18AAP inh = PfM18AAP inhibitors, malaria aminopeptidase, primary screen, biochemical, QFRET, recombinant enzyme; H-Glu-NHMec fluorogenic cleavage; inhibition, % at 7.35 µM; 290,000 compounds, 1.2% hits; AID 1822, 2009;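 active = inhibition above the campaign mean inhibition over all tested compounds plus 3 SD, cut at about 28% in these data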;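 note: 0% = plate median of test compound wells and 100% = 2 mM ZnCl2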
# UBC9 SUMO inh = inhibitors of in vitro SUMOylation cascade, primary screen, biochemical, HTRF, uHTS | inhibition, % at 35 µM | 290,000 compounds, 0.36% hits | HTRF SUMOylation assay, SAE1/SAE2 + UBC9; in the data active = inhibition above about 50%, passing the limit was not always enough; note: strong numbers were not always called active
# Target sequence (P63279 whole entry, looked up): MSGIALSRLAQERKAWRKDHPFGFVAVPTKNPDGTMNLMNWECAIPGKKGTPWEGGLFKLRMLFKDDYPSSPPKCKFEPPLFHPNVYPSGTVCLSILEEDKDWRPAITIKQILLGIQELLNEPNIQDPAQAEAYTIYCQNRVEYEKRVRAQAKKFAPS
# Numbers without * were called inactive; x = not tested or not shown.
# The first 13 compounds, to show the layout:
# Order of values: MEKK2 WT-MEK5	VIM-2 inh	NALP1 yeast inh	NS3 helicase inh	DNA FID counter	IMP-1 inh	MEKK2mut PB1 HTS	PfM18AAP inh	UBC9 SUMO inh
Cc1c(NS(=O)(=O)c2cccc(C(=O)OCC(=O)N(C)C3CCCCC3)c2)c(=O)n(-c2ccccc2)n1C
  106	-0.4	-1	-4	-46	-2.5	0	-9	18
Cc1ccc(CNC(=O)C2CCN(S(=O)(=O)N3CCCCC3)CC2)cc1
  79	0.0	7	3	-8	-0.2	-10	-3	-10
Cc1cc(C)cc(C(=O)NC(CC(N)=O)c2ccc(N3CCC(N4CCCCC4)CC3)c([N+](=O)[O-])c2)c1 (centres undefined)
  105	0.7	38	4	12	0.1	-6	4	4
Cc1ccc(C)c(N2CCN(C(=O)c3ccc(CS(=O)(=O)c4ccccc4C)o3)CC2)c1
  94	-1.9	1	-9	-20	-4.1	-4	5	-24
Cc1nn(CC(=O)N/N=C/c2ccc(F)cc2)c(C)c1[N+](=O)[O-]
  93	-3.7	7	-10	-15	-3.4	-13	0	-4
Cn1c(CNC(=O)OC(C)(C)C)nnc1SCc1c(Cl)cccc1Cl
  100	-1.7	x	5	-29	-3.2	-19	0	-3
Cc1ccc2c(c1)cc(CN(CCc1ccccc1)C(=O)N1CCOCC1)c1nnnn12
  91	-1.5	-4	-9	-39	-0.7	-7	-3	6
CNC(=O)C(=O)NCCCN1CCOCC1
  107	-1.9	-13	-4	0	-2.1	3	-3	10
Cc1ccccc1C(=O)Nc1ccc(Br)cn1
  111	0.2	32	-5	-2	-1.1	14	-1	-2
COc1ccc(CN(C)C(=O)c2cnc(OC)cc2C(F)(F)F)c(OC)c1
  93	-2.2	3	5	-34	0.7	3	1	-10
Cc1ccc2nc(SCc3nnc(-c4ccccc4[N+](=O)[O-])o3)c(C#N)cc2c1
  93	-2.6	-13	8	2	-3.5	0	3	-16
CC(NC(=S)Nc1ccc(OC(F)F)c(Cl)c1)C(C)(C)C (centres undefined)
  102	-1.4	6	-1	-8	-0.3	2	-5	-7
CSc1ccc(C2NC(=O)CCC2[N+](=O)[O-])cc1 (centres undefined)
  100	-2.0	2	5	-9	-4.4	3	1	2

# All compounds of this part, from the first entry:
# Order of values: MEKK2 WT-MEK5	VIM-2 inh	NALP1 yeast inh	NS3 helicase inh	DNA FID counter	IMP-1 inh	MEKK2mut PB1 HTS	PfM18AAP inh	UBC9 SUMO inh
Cc1c(NS(=O)(=O)c2cccc(C(=O)OCC(=O)N(C)C3CCCCC3)c2)c(=O)n(-c2ccccc2)n1C
  106	-0.4	-1	-4	-46	-2.5	0	-9	18
Cc1ccc(CNC(=O)C2CCN(S(=O)(=O)N3CCCCC3)CC2)cc1
  79	0.0	7	3	-8	-0.2	-10	-3	-10
Cc1cc(C)cc(C(=O)NC(CC(N)=O)c2ccc(N3CCC(N4CCCCC4)CC3)c([N+](=O)[O-])c2)c1 (centres undefined)
  105	0.7	38	4	12	0.1	-6	4	4
Cc1ccc(C)c(N2CCN(C(=O)c3ccc(CS(=O)(=O)c4ccccc4C)o3)CC2)c1
  94	-1.9	1	-9	-20	-4.1	-4	5	-24
Cc1nn(CC(=O)N/N=C/c2ccc(F)cc2)c(C)c1[N+](=O)[O-]
  93	-3.7	7	-10	-15	-3.4	-13	0	-4
Cn1c(CNC(=O)OC(C)(C)C)nnc1SCc1c(Cl)cccc1Cl
  100	-1.7	x	5	-29	-3.2	-19	0	-3
Cc1ccc2c(c1)cc(CN(CCc1ccccc1)C(=O)N1CCOCC1)c1nnnn12
  91	-1.5	-4	-9	-39	-0.7	-7	-3	6
CNC(=O)C(=O)NCCCN1CCOCC1
  107	-1.9	-13	-4	0	-2.1	3	-3	10
Cc1ccccc1C(=O)Nc1ccc(Br)cn1
  111	0.2	32	-5	-2	-1.1	14	-1	-2
COc1ccc(CN(C)C(=O)c2cnc(OC)cc2C(F)(F)F)c(OC)c1
  93	-2.2	3	5	-34	0.7	3	1	-10
Cc1ccc2nc(SCc3nnc(-c4ccccc4[N+](=O)[O-])o3)c(C#N)cc2c1
  93	-2.6	-13	8	2	-3.5	0	3	-16
CC(NC(=S)Nc1ccc(OC(F)F)c(Cl)c1)C(C)(C)C (centres undefined)
  102	-1.4	6	-1	-8	-0.3	2	-5	-7
CSc1ccc(C2NC(=O)CCC2[N+](=O)[O-])cc1 (centres undefined)
  100	-2.0	2	5	-9	-4.4	3	1	2
CCCn1c(SCC(=O)c2ccc3c(c2)OCCO3)n[nH]c1=O
  101	-6.2	4	7	-11	-3.8	0	5	18
C/C(=N\NC(=O)c1cccc(S(=O)(=O)N2CCOCC2)c1)c1ccco1
  102	-0.6	x	-5	-9	-1.7	6	2	-1
COc1ccc(NC(=O)CCCc2nnc3n(C)c(=O)c4sccc4n23)cc1
  101	-0.1	-1	7	-10	-4.7	3	-5	4
Cc1ccc(-n2c(=O)c3sccc3n(Cc3cc(=O)n4ccccc4n3)c2=O)cc1F
  91	-2.0	1	0	4	-2.9	-2	1	3
COCc1[nH][nH]c(=O)c1C=Nc1ccc(OC(F)(F)F)cc1
  105	-1.7	-1	-13	4	-1.4	1	-9	4
C=CCN(C(=O)CSc1nc2ccsc2c(=O)n1Cc1ccccn1)c1ccccc1
  88	0.1	-1	-4	-32	-1.6	-8	-2	21
Cn1c(=O)n(C)c2cc([N+](=O)[O-])c(N3CCN(C(=O)C(C)(C)C)CC3)cc21
  100	-1.8	14	-4	-23	-0.9	-4	4	25
COc1ccccc1N1CCN(C2CCCN(C(=O)CCN3CCCCO3)C2)CC1 (centres undefined)
  95	-0.4	4	4	-16	-3.8	-2	-10	12
CC1CCCCN1S(=O)(=O)c1cccc2nonc12 (centres undefined)
  104	-3.0	-1	2	0	-2.4	6	0	3
N#Cc1c2ccc(O)cc2n2ccccc12
  99	3.4	-1	-10	4	-3.0	-3	-14	37
COc1ccc2[nH]cc(C(=O)CN3CC(C)CC(C)C3)c2c1 (centres undefined)
  103	-3.6	20	-1	5	-3.2	3	-2	2
CC(=O)c1cccc(NS(=O)(=O)c2ccc(N/C=C\C(=O)c3ccc(F)cc3)cc2)c1
  105	2.8	22	-6	-2	-0.1	9	-2	-6
CCn1c(Cc2ccccc2)nnc1SCC(=O)Nc1ccccc1N1CCOCC1
  101	-2.4	-1	-11	-32	-2.5	-1	15	-41
COc1ccc(N(C(=O)c2snc(C(N)=O)c2N)C(C(=O)NC2CCCC2)c2ccc3ncccc3c2)cc1 (centres undefined)
  96	-3.0	-2	-8	-24	-2.9	-1	6	16
Nc1c(Cl)ncnc1N/N=C/c1ccnc2ccccc12
  93	-2.2	19	-3	4	-5.9	-1	10	19
CCOC(=O)c1cnc2ccc(C)cc2c1Sc1ccccc1
  103	0.2	30	-5	-19	0.4	1	-4	3
CCOC(=O)c1c(CN(CC)CC)n(C)c2cc(Br)c(O)cc12
  104	-0.2	11	9	1	-0.1	13	0	11
CCOC(=O)NC1c2ccccc2Oc2ccccc21
  95	-1.5	26	-3	-5	-1.2	-13	-12	22
O=C1Nc2ccccc2C12OCCCO2
  107	-3.4	10	-1	-2	-4.2	6	0	3
C=CCNC(=O)CN1C(=O)c2cccc3cccc1c23
  102	-1.0	0	3	-1	0.6	-1	-2	21
CCCc1ccc(OCCNC(=O)c2ccccc2Br)cc1
  106	-1.5	21	-12	-34	0.1	7	0	15
COc1cccc(NC(=S)/C(=C(\[O-])c2ccc(OC(F)F)cc2)[n+]2ccccc2)c1
  97	-3.1	0	4	2	-2.8	1	3	18
CC(C)N(C(C)C)S(=O)(=O)c1ccc(NC(=O)c2cnccn2)cc1
  103	-3.5	1	-10	-23	-3.9	7	-11	-1
O=C(Nc1cccc(Cl)c1N1CCOCC1)c1ccc2c(c1)OCCO2
  92	-1.5	-9	-3	-5	-1.1	-8	-4	-17
COc1ccc(CCNC(=O)c2nnc(Cc3c(F)cccc3Cl)o2)cc1OC
  101	-1.7	-3	-10	-20	-2.1	-2	0	7
Cc1ccc(OCCCC(=O)NCc2ccco2)cc1
  101	-6.8	-2	4	-2	-1.4	6	9	1
c1ccc(COc2ccc(OCCN3CCCCC3)cc2)cc1
  107	-3.4	54	-10	9	-1.1	3	-3	-11
C=CCN=c1sc(C(=O)OC)cc(=O)n1CC=C
  93	-2.1	-10	5	0	-1.6	0	2	11
Cc1[nH]c(=O)[nH]c(=O)c1S(=O)(=O)N1CCC(C(=O)N2CCN(Cc3ccccc3)CC2)CC1
  111	-1.4	-13	3	-1	1.9	17	-8	6
O=C(CNC(=S)N(Cc1ccccc1Cl)C1CCCC1)NCCCN1CCOCC1
  105	0.1	-7	-7	7	-1.9	0	-6	-6
CCN(CC)S(=O)(=O)c1ccc(OC)c(NC(=O)Cc2cccs2)c1
  96	-3.0	2	16	-20	-4.0	-3	-5	23
Cc1nc2ccc(C(=O)N3CCCC(CO)(Cc4ccc(F)cc4F)C3)cc2nc1C (centres undefined)
  98	1.2	35	6	-38	1.0	-3	6	-16
O=C(c1ccc(Cl)c([N+](=O)[O-])c1)N(Cc1ccc(Cl)cc1)C1CCS(=O)(=O)C1 (centres undefined)
  97	-1.1	43	-3	-19	-0.9	-2	1	1
CCN(CC)C(=O)c1csc(Nc2ccc(C)cc2)n1
  98	-0.8	-7	-3	-7	-3.4	-1	2	0
Cc1ccc(NC(=O)CCc2c(C)nc3ncnn3c2C)nc1
  95	1.4	2	6	-5	5.2*	-1	4	6
O=C(Nc1ccccc1N1CCN(C(=O)c2ccccc2)CC1)c1cc2ccccc2o1
  95	-5.2	-4	2	-1	-5.4	0	-1	-2
O=C(NCc1ccccc1)c1ccc(=O)oc1
  98	-0.9	13	6	-4	-2.1	1	-17	8
COc1ccccc1C(=O)NNC(=S)NC(=O)c1sc2ccccc2c1Cl
  102	-1.0	3	18	-16	-1.6	-1	8	-5
Cc1cc(N2CCOCC2)nc2ccc(NC(=O)CCC(=O)N3CCN(c4ccccc4F)CC3)cc12
  99	-2.0	27	-4	-8	-1.2	4	16	7
O=C(Cn1c(=O)oc2cc(S(=O)(=O)N3CCOCC3)ccc21)N1CCc2ccccc2C1
  118	-0.3	20	-6	-2	-3.4	18	-1	6
